# All columns: NCI-60 one-dose screen, growth in % after 48 h at 10 µM unless noted; 100 = growth as untreated, 0 = no growth, -100 = all killed.
# HCT-116: HCT-116 colon cancer; 82,000 compounds, 7.3% hits
# SW-620: SW-620 colon cancer. 82,000 compounds, 5.2% hits. AID 1794795
# SNB-75: SNB-75 CNS cancer; 79,000 compounds, 5% hits
# HT29: HT29 colon cancer. 81,000 compounds, 7.4% hits. AID 1794748
# HCT-15: HCT-15 colon cancer; 82,000 compounds, 5.2% hits; AID 1794746
# COLO 205: COLO 205 colon cancer; 79,000 compounds, 7.3% hits
# SNB-19: SNB-19 CNS cancer cells; 81,000 compounds, 2.5% hits
# HCC-2998: HCC-2998 colon cancer. 79,000 compounds, 4.7% hits. AID 1794799
# KM12: KM12 colon cancer cells. 82,000 compounds, 5% hits. AID 1794800
# Active calls of the source: *; . = no result given; & = joins results of further samples; [ ] = another dose, or the depositor's remark. How the source made its calls: active means growth percent below 10; inactive means the rest. Not a hit list. Share with any hit: about 10%.
(1) O=C(c1cc(-c2ccccc2)nc2ccccc12)N1N=C(c2ccc(Cl)cc2)CC1c1cc(-c2ccccc2)nn1-c1ccccc1 (centres undefined)
(2) CCCCCCCCCCCCCCCCNC(=S)N/N=C/c1ccc(C(C)C)cc1
(3) COc1cc(-c2nnc(Nc3ccc(C(F)(F)F)cc3)o2)ccc1O
(4) O=C(CN1C=NC2C(N3CCOCC3)=NC=NC21)c1ccc(Br)cc1 (centres undefined)
(5) CC(=O)Cn1c(CN2CCN(C)CC2)nc2ccccc2c1=O
compound no.,1,2,3,4,5
COLO 205,102,113,107,112,116
HCT-116,87,93,96,103,93
SW-620,108,116,108,100,106
KM12,90,102,98,107,113
HCT-15,82,98,97,101,102
HT29,109,95,77,107,110
SNB-75,86,104,94,.,97
SNB-19,101,107,111,97,110
HCC-2998,91,102,102,111,104

(6) CC(=O)N/C(=C1/OCCN1Cc1ccccc1)[P+](c1ccccc1)(c1ccccc1)c1ccccc1
(7) Nc1nc(Nc2ccccc2)c2cc[nH]c(=O)c2n1
(8) O=C(CCCCCCCC(=O)N1CCCC1)N1CCCC1
(9) O=C(OC(CO)C(=O)NC12CC3CC(CC(C3)C1)C2)c1ccc(Cl)cc1 (centres undefined)
(10) CC/C(=C\c1ccccc1OC)c1ccncc1
compound no.,6,7,8,9,10
COLO 205,98,110,103,110,92
HCT-116,93,99,107,91,92
SW-620,100,96,115,101,102
KM12,94,101,106,111,91
HCT-15,102,138,110,99,86
HT29,90,.,106,100,101
SNB-75,105,107,105,102,79
SNB-19,86,106,108,99,100
HCC-2998,96,106,104,113,.

(11) CSc1nccc(-c2c(-c3ccc(F)c(OCCc4ccccc4)c3)nc3sccn23)n1
(12) CC(=O)Nc1nc2ccc(Oc3ccnc(NCCNS(=O)(=O)c4ccc(Cl)cc4)n3)cc2s1
(13) S=C(Nc1ccccc1)Nc1ccc(OCc2nc3ccc(Cl)cc3[nH]2)cc1
(14) O=C(O)COc1ccccc1OCC(=O)O
(15) CN1C2=NCCN2C(=O)c2cc(Cl)ccc21
compound no.,11,12,13,14,15
COLO 205,91,80,114,113,96
HCT-116,57,69,78,106,102
SW-620,39,102,73,100,106
KM12,92,76,75,107,105
HCT-15,35,70,68,102,95
HT29,72,77,105,101,106
SNB-75,101,78,89,94,86
SNB-19,51,75,89,114,99
HCC-2998,99,103,104,109,97

# Ordered by count of non-hydrogen atoms (smallest number first): some entries from above.
(15) CN1C2=NCCN2C(=O)c2cc(Cl)ccc21
(10) CC/C(=C\c1ccccc1OC)c1ccncc1
(7) Nc1nc(Nc2ccccc2)c2cc[nH]c(=O)c2n1
(8) O=C(CCCCCCCC(=O)N1CCCC1)N1CCCC1
(5) CC(=O)Cn1c(CN2CCN(C)CC2)nc2ccccc2c1=O
(3) COc1cc(-c2nnc(Nc3ccc(C(F)(F)F)cc3)o2)ccc1O
(9) O=C(OC(CO)C(=O)NC12CC3CC(CC(C3)C1)C2)c1ccc(Cl)cc1 (centres undefined)
compound no.,15,10,7,8,5,3,9
COLO 205,96,92,110,103,116,107,110
HCT-116,102,92,99,107,93,96,91
SW-620,106,102,96,115,106,108,101
KM12,105,91,101,106,113,98,111
HCT-15,95,86,138,110,102,97,99
HT29,106,101,.,106,110,77,100
SNB-75,86,79,107,105,97,94,102
SNB-19,99,100,106,108,110,111,99
HCC-2998,97,.,106,104,104,102,113

(13) S=C(Nc1ccccc1)Nc1ccc(OCc2nc3ccc(Cl)cc3[nH]2)cc1
(2) CCCCCCCCCCCCCCCCNC(=S)N/N=C/c1ccc(C(C)C)cc1
(11) CSc1nccc(-c2c(-c3ccc(F)c(OCCc4ccccc4)c3)nc3sccn23)n1
(12) CC(=O)Nc1nc2ccc(Oc3ccnc(NCCNS(=O)(=O)c4ccc(Cl)cc4)n3)cc2s1
(6) CC(=O)N/C(=C1/OCCN1Cc1ccccc1)[P+](c1ccccc1)(c1ccccc1)c1ccccc1
(1) O=C(c1cc(-c2ccccc2)nc2ccccc12)N1N=C(c2ccc(Cl)cc2)CC1c1cc(-c2ccccc2)nn1-c1ccccc1 (centres undefined)
compound no.,13,2,11,12,6,1
COLO 205,114,113,91,80,98,102
HCT-116,78,93,57,69,93,87
SW-620,73,116,39,102,100,108
KM12,75,102,92,76,94,90
HCT-15,68,98,35,70,102,82
HT29,105,95,72,77,90,109
SNB-75,89,104,101,78,105,86
SNB-19,89,107,51,75,86,101
HCC-2998,104,102,99,103,96,91

# Carrying on:
(16) c1ccc(C2=NN3C(C2)c2ccccc2OC3c2ccc3noc(-c4ccccc4)c3c2)cc1 (centres undefined)
(17) O=c1cc(-c2ccccc2)oc2c(O)c(O)ccc12
(18) CCN(CC)S(=O)(=O)c1cccc(-c2ccc3c(NC(=O)C4CC4)n[nH]c3c2)c1
(19) COc1ccc(-n2c(SCc3nnc(NC(=O)c4ccc(Br)cc4)s3)nc3ccc(Cl)cc3c2=O)cc1
(20) CC(=O)OC1CCC2(C)C3CCC4(C)C(CCC45OC5(C)OC(C)=O)C3CC3OC32C1 (centres undefined)
compound no.,16,17,18,19,20
COLO 205,111,91,3.9*[6.25 µM],102,118
HCT-116,102,39,12[6.25 µM],96,105
SW-620,111,58,26[6.25 µM],101,103
KM12,104,65,13[6.25 µM],101,112
HCT-15,96,38,23[6.25 µM],94,102
HT29,108,77,3.1*[6.25 µM],99,106
SNB-75,119,74,-7.5*[6.25 µM],85,87
SNB-19,97,58,31[6.25 µM],97,102
HCC-2998,106,75,44[6.25 µM],109,107

(21) CCc1ccc(Cn2c(=O)nc(NCCN=C(N)N)n(Cc3ccc(OC)cc3)c2=O)cc1
(22) Oc1ccc2ccccc2c1.[Cu+2]
(23) CCCCC[C@H]1CC=C2C(=O)C(Cl)=C[C@@H]2CC=CCCCC(=O)O[C@@H](CCCCC)CC=C2C(=O)C(Cl)=C[C@@H]2CC=CCCCC(=O)O[C@@H](CCCCC)CC=C2C(=O)C(Cl)=C[C@@H]2CC=CCCCC(=O)O1
(24) COc1cc(C2CC(=O)Nc3c2c(C)nn3-c2nc3ccccc3[nH]2)cc2c1OCO2 (centres undefined)
(25) O=C1C(c2ccc([N+](=O)[O-])cc2)=[N+]([O-])c2cc([N+](=O)[O-])ccc21
compound no.,21,22,23,24,25
COLO 205,86,97,71[8 µM],112,120
HCT-116,97,97,11[8 µM],101,113
SW-620,104,94,17[8 µM],100,104
KM12,107,107,91[8 µM],102,106
HCT-15,103,105,72[8 µM],104,108
HT29,102,97,44[8 µM],137,111
SNB-75,36,90,106[8 µM],87,100
SNB-19,84,121,61[8 µM],94,105
HCC-2998,104,90,99[8 µM],109,105

(26) COC(=O)C1CN(Cc2ccccc2)C(=O)C1=O (centres undefined)
(27) Cc1ccc2nc(NC(=O)CSc3nc(-c4ccccc4)c(C#N)c(=O)n3Cc3ccccc3)sc2c1
(28) O=c1[nH]cc(CCCO)c(=O)[nH]1
(29) COc1ccc(N(C(C)=O)c2nc(OC(C)=O)cs2)c(OC)c1
(30) O=C(O)c1ccccc1N=Cc1ccccc1
compound no.,26,27,28,29,30
COLO 205,114,104,107,111,105
HCT-116,106,96,100,105,101
SW-620,99,87,108,90,107
KM12,102,91,96,98,105
HCT-15,96,97,103,100,111
HT29,109,105,114,104,108
SNB-75,86,64,77,86,119
SNB-19,108,78,95,104,112
HCC-2998,76,118,102,103,102

(31) CCOC(=O)C(C)(C)CCc1ccncc1
(32) CC1O[C@@H](OC2[C@H](OC(=O)/C=C/c3ccc(O)c(O)c3)C(COC3O[C@H](C)C(O)C(O)[C@@H]3O)O[C@@H](OCCc3ccc(O)c(O)c3)[C@H]2O)[C@@H](O)C(O)[C@H]1O (some centres undefined)
(33) O=C(O)CCc1nc2c(=O)[nH]c(SCC(=O)Nc3cccc(Cl)c3)nc2[nH]c1=O
(34) O=C(CSc1nc2ccccc2[nH]1)c1ccc(N2CCCC2)cc1
(35) CCOC(=O)CNC(=O)c1ccccc1
compound no.,31,32,33,34,35
COLO 205,129,104,117,94,123&99
HCT-116,111,103,102,92,101&101
SW-620,103,108,98,80,114&99
KM12,113,99,97,66,118&103
HCT-15,107,100,105,80,100&97
HT29,109,100,104,91,104&103
SNB-75,99,86,92,.,87&74
SNB-19,100,107,104,98,100&106
HCC-2998,108,99,109,98,96&111

(36) Cn1cc(-c2nc(N)nnc2-c2ccccn2)c2cc(Cl)ccc21
(37) C[C@]12CC[C@H](O)C[C@@H]1CC[C@@H]1[C@@H]2CC[C@@]2(C)[C@H]1CC[C@@H]2[C@](C)(O)CCc1ccc(F)cc1
(38) O=C(O)c1cccc([N+](=O)[O-])c1/C=C/c1ccccc1
(39) COc1ccc(-c2nnc(COc3ccc(C(=O)/C=C/c4cccs4)cc3)o2)cc1
(40) O=S(=O)(Nc1ccccc1Cl)c1ccc(-c2cnc(C3CC3)o2)cc1
compound no.,36,37,38,39,40
COLO 205,118,97,99,111,.
HCT-116,92,77,94,86,22
SW-620,105,95,97,108,26
KM12,102,75,100,84,20
HCT-15,82,73,102,95,24
HT29,98,80,100,97,13
SNB-75,90,92,87,77,-13*
SNB-19,.,89,101,96,39
HCC-2998,109,102,103,108,40

(41) ON=C1CCSCC1
(42) CCNC1=CC(=O)c2ncccc2C1=O
(43) C/C(=C(\c1ccc(OCCCN(C)C)cc1)c1ccc(OC(=O)C2CCCCC2)cc1)c1ccc(Cl)cc1
(44) CCCc1oc2ccccc2c(=O)c1C(=O)c1ccc(OC)cc1
(45) Cc1nc(-[n+]2nc(-c3ccccc3)nn2-c2ccccc2)sc1C
compound no.,41,42,43,44,45
COLO 205,103,-62*,108,146,98
HCT-116,83,2.7*,68,102,87
SW-620,107,14,106,108,101
KM12,100,48,96,117,70
HCT-15,106,11,77,102,89
HT29,78,8.5*,59,117,93
SNB-75,112,-91*,76,87,100
SNB-19,101,20,105,92,98
HCC-2998,105,30,101,111,95

(46) CCCNNC(=O)c1ccc(-c2ccc(NC(=O)CCCCCCC(=O)N[C@H](C(=O)N3C[C@H](O)C[C@H]3C(=O)N[C@@H](C)c3ccc(-c4scnc4C)cc3)C(C)(C)C)cc2)cc1
(47) O=C1OC(=O)C2C1CC=CC2c1ccccc1 (centres undefined)
(48) NC(N)=N/N=C/c1c(Cl)cccc1Cl
(49) COc1cc(C2(C)NC(=O)NC2=O)cc(OC)c1OC (centres undefined)
(50) CCc1c(Cl)c(Cl)c(Cl)c(Cl)c1Cl
compound no.,46,47,48,49,50
COLO 205,-31*,94,108,100,103
HCT-116,7.9*,97,81,110,103
SW-620,12,87,103,98,106
KM12,27,85,106,105,95
HCT-15,97,105,124,112,98
HT29,5.4*,86,97,105,104
SNB-75,55,84,96,92,93
SNB-19,29,94,97,102,102
HCC-2998,19,80,68,100,106

(51) O=C(NC(C(=O)O)c1ccccc1)c1cccc(NCc2ccc(-c3noc(=O)[nH]3)cc2)c1 (centres undefined)
(52) O=C1/C(=C/c2cccc(Br)c2)COc2ccc(O)c(O)c21
(53) COc1ccc(-c2nc3sc(C)nn3c2C(=O)/C=C/c2cc(OC)c(OC)c(OC)c2)cc1
(54) CC1Cc2ccccc2N1C(=O)c1ccc(C(=O)c2ccccc2)cc1 (centres undefined)
(55) CCOC(=O)c1nnn(Cc2cc(=O)oc3cc(C)ccc23)c1C
compound no.,51,52,53,54,55
COLO 205,107,6.6*,112,97,116
HCT-116,97,-51*,75,81,96
SW-620,106,-25*,111,95,103
KM12,104,-61*,102,101,106
HCT-15,104,-7.7*,87,86,105
HT29,103,2.9*,109,89,96
SNB-75,78,15,84,94,97
SNB-19,100,1.4*,110,91,97
HCC-2998,103,-59*,.,127,99

(56) COc1cc(-c2ccc(-c3ccc(C(=N)N)nc3)s2)cc(OC)c1OC
(57) CCOC(=O)/C(C#N)=C\c1ccc(OCC)c(OCC)c1
(58) Cn1c(N2NC(=O)C(N=Nc3ccc(S(N)(=O)=O)cc3)C2=O)nc(-c2ccco2)c(C#N)c1=O (centres undefined)
(59) O=C1/C(=C/c2ccc(Cl)cc2)N=C2SCCCN12
(60) COc1ccc2c(c1)c(CC(=O)[Se]CC#N)c(C)n2C(=O)c1ccc(Cl)cc1
compound no.,56,57,58,59,60
COLO 205,.,109,77,118,-25*
HCT-116,1.0*,112,76,95,-47*
SW-620,29,102,52,98,-33*
KM12,49,103,85,109,-5.2*
HCT-15,21,105,62,92,7.4*
HT29,14,111,85,100,-8.4*
SNB-75,68,99,65,96,73
SNB-19,65,99,100,97,50
HCC-2998,12,107,51,116,-4.7*

(61) COc1cccc2c1OC(c1ccc3noc(-c4ccccc4)c3c1)N1N=C(c3ccc(C)cc3)CC21 (centres undefined)
(62) Oc1[nH]c2ccccc2c1/C=c1/ccc2c(c1)N=C(c1ccc(F)cc1)N=2
(63) COc1cccc(Cn2cc(C(=O)Nc3cccnc3Nc3ccc(F)cc3)nn2)c1
(64) CC1=C(C(=O)/C=C/c2ccc(N(C)C)cc2)C(c2ccccc2)NC(=S)N1 (centres undefined)
(65) CN1CCCN(CCNc2nccc(-c3c(-c4cccc(O)c4)nc4sccn34)n2)S1(=O)=O
(66) Cc1cc(NS(=O)(=O)c2ccc(N)cc2)sn1
(67) COc1ccc(NCC(=O)Nc2ccc(-c3nc4ccccc4s3)cc2)cc1
(68) O=C1c2cccc3cccc(c23)C(=O)N1CC#Cc1ccc2c3c(cccc13)C(=O)N(CCO)C2=O
compound no.,61,62,63,64,65,66,67,68
COLO 205,116,99,116,119,29,126,107,118
HCT-116,105,33,101,101,21,113,88,78
SW-620,104,77,120,99,71,104,104,92
KM12,102,56,97,101,65,122,97,101
HCT-15,101,47,107,105,34,107,90,82
HT29,109,78,120,102,39,126,108,96
SNB-75,99,65,78,87,13,123,75,70
SNB-19,98,74,97,95,99,95,89,96
HCC-2998,108,86,123,108,75,134,97,106
